KDM4E inh: blocks human JMJD2E demethylase activity. B2RXH2. JMJD2E catalytic domain, FDH-coupled NADH fluorescence (FDH is formaldehyde dehydrogenase). Potency, µM (top dose mostly 57.1 µM), for the others: at the top dose activity change, negative = inhibition, hits mostly inhibitors. hit rate 1.6% among 230,000; active means well fitted inhibition curve with a large enough effect, not every such curve was filed as active; inconclusive means small, poorly fitted or top-dose-only effect, or another doubt; inactive means no such curve, though single readings can be large or run the other way;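 further: 0% = wells with enzyme and -100% = buffer wells without enzyme; nearly all actives have a fitted effect of over 50% in size; many of its hits are not listed in these tables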
Target sequence (B2RXH2 1-337 limits assumed): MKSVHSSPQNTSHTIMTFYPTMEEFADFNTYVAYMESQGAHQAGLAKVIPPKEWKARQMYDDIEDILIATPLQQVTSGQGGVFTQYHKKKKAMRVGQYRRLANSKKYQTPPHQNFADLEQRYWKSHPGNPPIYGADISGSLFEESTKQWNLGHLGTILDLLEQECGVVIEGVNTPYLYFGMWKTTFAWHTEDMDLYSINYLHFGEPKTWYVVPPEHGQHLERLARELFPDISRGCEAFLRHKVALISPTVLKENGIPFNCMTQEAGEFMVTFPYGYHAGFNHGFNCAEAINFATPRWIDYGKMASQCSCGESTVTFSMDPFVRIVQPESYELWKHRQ
Tau ThT inhib: blocks human tau fibril formation measured by thioflavin T | P10636 | recombinant tau K18 P301L, heparin-induced fibrillization, ThT fluorescence | Potency, µM (series often up to 57.4 µM), for inactives: at the top dose activity, negative = inhibition, most hits filed as inhibitors | hit rate 2.1% among 270,000; further: nearly all actives have a fitted effect of over 55% in size
Target sequence (P10636 561-689 P618L limits assumed): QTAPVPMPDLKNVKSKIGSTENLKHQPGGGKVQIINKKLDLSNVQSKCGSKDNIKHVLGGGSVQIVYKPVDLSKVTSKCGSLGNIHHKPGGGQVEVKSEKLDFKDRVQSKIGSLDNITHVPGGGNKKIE
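Fibril formation assay: tau K18 P301L at 15 uM with trace Alexa 594 label, heparin inducer 20 uM, pH 7 sodium acetate buffer, 37 C for 6 hr; endpoint ThT signal.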
Tau fibril FP: inhibitors of human tau fibril formation. P10636. hit rate 0.39% among 280,000. AID 1468. K18 P301L tau heparin fibrillization, Alexa594 FP, 6 h. Potency, µM (series often up to 57.7 µM), without a hit: at the highest dose activity, negative = inhibition, most hits filed as inhibitors; further: nearly all actives have a fitted effect of over 55% in size
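Human K18 P301L fragment (15 uM unlabeled plus 0.24 uM Alexa 594-labeled) in 100 mM sodium acetate pH 7 with compound, aggregation induced by 20 uM heparin for 6 hr at 37 C. ThT (30 uM) added for 1 hr, then Alexa 594 FP read.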
RECQ1 helicase: blocks DNA unwinding by human RECQ1. AID 2549. P46063. hit rate 0.54% among 240,000. Potency, µM (highest dose often 57.3 µM), inactives show at the top dose activity, negative = inhibition, most hits filed as inhibitors. RECQ1 DNA unwinding, red fluorescence kinetic read;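 further: plate controls were vehicle for no effect and no enzyme for full effect; nearly all actives have a fitted effect of over 30% in size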
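50 nM RECQ1T1 preincubated 15 min with compound in Tris pH 8.0 buffer with MgCl2, DTT, Tween-20 and 2.5 ug/ml poly(dI-dC); started with 200 nM TAMRA/BHQ-2 forked duplex and 2 mM ATP. Unwinding read as fluorescence (525/598 nm), two reads 2 h apart.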
TRb SRC2 PPI: inhibitors of human thyroid hormone receptor beta-SRC2 interaction; AID 1469; hit rate 0.065% among 280,000; Potency, µM (doses to about 106 µM), without a hit: top-dose activity change, negative = inhibition, most hits filed as inhibitors; P10828; TRbeta-SRC2 peptide binding, fluorescence polarization; receptor liganded with 1 µM T3;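 further: plate controls were bound peptide for no effect and peptide without receptor for full effect; nearly all actives have a fitted effect of over 50% in size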
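A fluorescence polarization screen tested compounds at multiple concentrations against complex formation between 0.6 uM TRb ligand-binding domain and 20 nM Texas Red SRC2 peptide, with 1 uM T3 present; readout after 5 hr.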
RGS12 GoLoco inh: inhibitors of human Gai1-RGS12 GoLoco interaction (red fluorophore). AID 880. Gai1:RGS12 GoLoco peptide FP, rhodamine, 10 min. hit rate 0.44% among 230,000. Potency, µM (doses to about 61.6 µM), for the others: at the highest dose activity, negative = inhibition, usual class: inhibitors; active means well fitted inhibition curve with a large enough effect, not every such curve was filed as active; inactive means no such curve, though single readings can be large or run the other way; further: nearly all actives have a fitted effect of over 30% in size; many of its hits are not listed in these tables
Target sequence (P63096 whole entry, looked up): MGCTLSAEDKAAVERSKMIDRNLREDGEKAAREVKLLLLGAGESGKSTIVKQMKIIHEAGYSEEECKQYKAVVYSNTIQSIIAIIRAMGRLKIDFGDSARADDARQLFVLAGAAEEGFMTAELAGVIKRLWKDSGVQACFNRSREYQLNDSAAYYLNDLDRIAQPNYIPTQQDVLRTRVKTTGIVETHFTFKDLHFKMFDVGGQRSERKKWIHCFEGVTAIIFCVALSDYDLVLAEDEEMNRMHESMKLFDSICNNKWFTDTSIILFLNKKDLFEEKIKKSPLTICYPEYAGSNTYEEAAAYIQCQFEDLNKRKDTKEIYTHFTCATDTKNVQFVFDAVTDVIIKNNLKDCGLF
L3MBTL1 inh: L3MBTL1 (human) inhibition | Q9Y468 | AlphaScreen L3MBTL1–H3K9me1 peptide binding | Potency, µM (series often up to 57.1 µM), without a hit: top-dose activity, negative = inhibition, usual class: inhibitors | hit rate 0.66% among 230,000 | AID 485360; further: nearly all actives have a fitted effect of over 60% in size
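AlphaScreen assay: L3MBTL1 (50 nM final) was preincubated 30 min at room temperature with biotinylated H3(1-15)K9me1 peptide (75 nM final), then 30 min with library compounds; streptavidin donor and nickel chelate acceptor beads (10 ug/mL final) added, 30 min dark.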
TexasRed fluor: alters Texas Red total fluorescence, flagging assay interference. AID 1479. hit rate 0.29% among 280,000. Potency, µM (titrated, usually from 106 µM), without a hit: at the top dose fluorescence change, negative = quenching. TRb/SRC2 Texas Red total fluorescence interference; active means well fitted curve in either direction with a large enough effect; inconclusive means small, poorly fitted or top-dose-only effect
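Human TRb ligand-binding domain at 0.6 uM with 20 nM Texas Red SRC2 peptide in Tris buffer containing 1 uM T3 and 5% DMSO, incubated with compound 5 h at ambient temperature. Total fluorescence (555/632 nm) calculated as parallel + 2 × perpendicular.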
The depositor's hits bear a star; i = inactive; ? = inconclusive; · = no result given; [ ] = remark or other dose. Unless noted, the call rests on the fitted dose curve; in most records, active means well fitted curve in the direction sought with a large enough effect; inconclusive means small, poorly fitted or top-dose-only effect, or another doubt; inactive means no such curve, though single readings can be large; an effect the other way counts as inactive or inconclusive. Unless noted, on the % scale 0 is the no-effect control and ±100 the full control effect; potency means the concentration at half of the fitted maximal effect.

SMILES	KDM4E inh	Tau ThT inhib	Tau fibril FP	RECQ1 helicase	TRb SRC2 PPI	RGS12 GoLoco inh	L3MBTL1 inh	TexasRed fluor
CCOC(=O)c1ccc(N=c2sc(C(=O)OC)cc(=O)n2C2CC2)cc1	0%	-11%	2%	3%	-3%	-11%	·	-1%
CCCCC(=O)Nc1nnc(-c2ccco2)o1	2%	-1%	0%	13%	-2%	-11%	-30%	-1%
CCOc1cc(CNCc2ccncc2)cc(Br)c1OCc1ccc(F)cc1	-25%	?	-4%	-10%	-15%	8%	0%	2%
CCOC(=O)Cn1c(CN2CCc3ccccc3C2)nc2c1c(=O)n(C)c(=O)n2C	-9%	-6%	4%	2%	-2%	-3%	4%	-5%
Cc1nn(-c2ccccc2)c(C)c1C(=O)NCc1ccc(F)cc1	-5%	-9%	4%	-5%	4%	15%	3%	-2%
CCOc1ccccc1NC(=O)NC1CC2CCCC(C1)N2Cc1nnnn1CCc1ccccc1 (stereo unspecified)	3%	-16%	5%	-1%	-14%	11%	·	-2%
O=C(O)CCC(=O)Nc1sc2c(c1C(=O)Nc1cccc3ccccc13)CCCCC2	-4%	-3%	9%	-10%	-4%	-1%	1%	-1%
O=C(c1ccco1)N1CCN(C(=O)N2CCOCC2)CC1	0%	-17%	-4%	-4%	11%	7%	-6%	1%
O=C(O)CSC1CC(=O)N(c2cccc(Cl)c2)C1=O (stereo unspecified)	-1%	3%	1%	-4%	-19%	-38%	39%[activator]	3%
CCOC(=O)c1sc(N=NC2=C(O)CC(C)(C)CC2=O)c(C(=O)OCC)c1C	-13%	?	7%	-3%	4%	-1%	6%	-5%
CN(C)S(=O)(=O)c1ccc(C(=O)NCc2ccccc2)cc1	8%	-15%	1%	i	-6%	-2%	4%	-2%
O=C(c1cc(-c2ccncc2)nc2ccc(Cl)cc12)N1CCN(C(=O)C2CCCO2)CC1 (stereo unspecified)	-1%	-10%	10%	-2%	2%	7%	5%	-1%
CCOc1cc(S(=O)(=O)N2CCC(C(N)=O)CC2)ccc1F	-1%	-7%	8%	-14%	-8%	5%	·	0%
Cc1ccc2c(CC(=O)Nc3nnc(C(C)C)s3)coc2c1C	·	18%	-2%	·	3%	·	·	8%
CC(C)(C)NC(=O)C(c1ccncc1)N(Cc1cccs1)C(=O)Cn1nnc(-c2ccc(F)cc2)n1 (stereo unspecified)	-24%	-8%	3%	23%	-2%	7%	2%	2%
C=CCNc1ccc(F)c(F)c1N1CCCCCC1=O	-3%	2%	-4%	8%	-19%	-1%	0%	-1%
O=C(NN1CCOCC1)NC12CC3CC(CC(C3)C1)C2	-3%	2%	-2%	-10%	-2%	3%	9%	-3%
CSCC[C@H](NC(=O)NCCc1ccc(F)cc1)C(=O)O	4%	-8%	-6%	-13%	0%	-2%	6%	-4%
CCCCNC(=O)C1C2C=CC(C2)C1C(=O)O (stereo unspecified)	-3%	3%	-5%	-4%	-1%	11%	7%	-1%
Cc1ccc(N2CC(C(=O)Nc3nccs3)CC2=O)cc1Cl (stereo unspecified)	9%	1%	1%	i	3%	4%	·	1%
Cc1ccc(CN2CCCNC2=O)cc1	4%	-2%	2%	89%[activator]	14%	-1%	·	-1%
O=C(NC1CCSC1=O)c1ccc(Cl)cc1 (stereo unspecified)	7%	-12%	-8%	-3%	-15%	6%	·	0%
O=C1CCCC2(O)C1C(c1cccc(Br)c1)NC(=O)N2Cc1ccccc1 (stereo unspecified)	5%	-4%	9%	-7%	-4%	·	23%	-6%
COc1cc2c(cc1OC)C1(C)N(CC2)C(C(C)=O)=NN1c1ccc(Cl)cc1 (stereo unspecified)	?	10µM*	16%	9%	-8%	3%	-36%	-7%

Four neighbouring entries already listed:
SMILES	KDM4E inh	Tau ThT inhib	Tau fibril FP	RECQ1 helicase	TRb SRC2 PPI	RGS12 GoLoco inh	L3MBTL1 inh	TexasRed fluor
Cc1ccc(CN2CCCNC2=O)cc1	4%	-2%	2%	89%[activator]	14%	-1%	·	-1%
O=C(NC1CCSC1=O)c1ccc(Cl)cc1 (stereo unspecified)	7%	-12%	-8%	-3%	-15%	6%	·	0%
O=C1CCCC2(O)C1C(c1cccc(Br)c1)NC(=O)N2Cc1ccccc1 (stereo unspecified)	5%	-4%	9%	-7%	-4%	·	23%	-6%
COc1cc2c(cc1OC)C1(C)N(CC2)C(C(C)=O)=NN1c1ccc(Cl)cc1 (stereo unspecified)	?	10µM*	16%	9%	-8%	3%	-36%	-7%

Going on with the list:
SMILES	KDM4E inh	Tau ThT inhib	Tau fibril FP	RECQ1 helicase	TRb SRC2 PPI	RGS12 GoLoco inh	L3MBTL1 inh	TexasRed fluor
COc1ccccc1NC(=O)Cn1nc2c3cc(F)ccc3n(Cc3cccc(C)c3)cc-2c1=O	·	?	1%	·	-6%	·	·	0%
COc1ccc(-n2c(=O)c3ccccc3n(CC(=O)NC3CCCCC3)c2=O)c(OC)c1	2%	-1%	1%	-1%	1%	5%	2%	1%
COc1ccccc1CNC(=O)CN1CCC(NC(=O)c2ccccc2F)CC1	0%	-8%	-4%	-12%	6%	1%	5%	0%
COc1ccc(NC(=O)COC(=O)CCNS(=O)(=O)c2ccccc2)cc1OC	3%	-6%	-4%	-3%	-9%	7%	2%	1%
N#C/C(=C\c1ccc(-c2ccccc2[N+](=O)[O-])o1)C(=O)N1CCOCC1	-8%	-16%	0%	-3%	0%	4%	-14%	-3%
O=C(COC(=O)c1cc[n+]([O-])cc1)Nc1ccc([N+](=O)[O-])cc1	-5%	-17%	-1%	8%	-5%	1%	4%	-7%
CSc1nc(C(=O)N2CCc3c([nH]c4ccccc34)C2c2ccccn2)cs1 (stereo unspecified)	-1%	-15%	13%	i	-6%[53 µM]	5%	-24%	-1%[53 µM]
CC(C)c1nc(CNC(=O)c2cc(COc3c(F)cccc3F)on2)cs1	0%	-13%	-5%	-12%	-1%	3%	7%	1%
O=C(NCCc1ccccc1)C(=O)NC1CCCCC1	-2%	-1%	0%	-2%	4%	3%	·	3%
COC(=O)c1cc(Nc2cc(C)c3ccc(O)cc3n2)cc(C(=O)OC)c1	?	·	-14%	-2%	9%	3%	·	-1%
O=C(Cn1cnc([N+](=O)[O-])n1)N/N=C/c1cc(Cl)ccc1O	22µM*	-1%	3%	-7%	-8%	5%	18µM*	-1%
COCCCn1c(=O)c2sccc2n2c(CCCC(=O)Nc3cc(C)cc(C)c3)nnc12	·	10%	0%	·	3%	·	·	0%
COC(=O)C(O)(NC(=O)OCc1ccccc1)C(F)(F)F (stereo unspecified)	1%	-5%	5%	-9%	6%	1%	-3%	-1%
O=C(N1CCCCCC1)N1CCN(S(=O)(=O)c2ccccc2)CC1	3%	-9%	9%	-1%	-12%	12%	·	-1%
Cc1cc(Nc2cccc([N+](=O)[O-])c2)c2cccc(C)c2n1	-2%	-9%	-1%	-8%	4%	-1%	-4%	0%
O=C(O)c1ccccc1C(=O)NNc1ccc(Cl)cc1Cl	2%	?	4%	-2%	-2%	4%	3%	0%
CCOC(=O)C1CCN(C(=O)Cn2c(=O)oc3cc(S(=O)(=O)N4CCC(C)CC4)ccc32)CC1	·	5%	-1%	·	8%	·	·	-2%
Cc1cc(C)cc(CC2CC(=O)N(c3ccc(Cl)cn3)C2=O)c1 (stereo unspecified)	-1%	-9%	-1%	4%	-9%	-7%	·	-1%
CCOC(=O)c1c(NC(=S)NCc2ccccc2)sc2c1CCN(C(=O)OCC)C2	-1%	-5%	1%	-4%	5%	4%	-1%	-1%
CCOC(=O)c1c(C)c(-c2ccccc2)n(CC(=O)Nc2cc(OC)cc(OC)c2)c1C	·	-4%	-7%	·	-4%	·	·	?
CC(C)N(C(=O)NC(=O)Nc1ccccn1)S(C)(=O)=O	8%	-1%	8%	6%	1%	2%	6%	-1%
CCCCOc1ccc(CON(C(C)=O)C(C)=O)cc1Cl	-17%	-14%	6%	0%	-17%	3%	18%	-2%
CCC(C)n1c(=N)c(C(=O)NC2CCCCC2)cc2c(=O)n3ccccc3nc21 (stereo unspecified)	·	-1%	-5%	·	8%	·	·	-2%
CCOC(=O)C[C@@H](C(=O)OCC)[C@@H]1CCCCC1=O	·	-10%[11.5 µM]	-12%[11.6 µM]	18%[11.5 µM]	4%[11.2 µM]	·	·	-8%[11.2 µM]
Cc1cc(C)c(OCC(=O)Nc2nc(-c3ccccn3)cs2)c(C)c1	-18%	?	-14%	i	-5%	14%	·	-2%
Nc1cc(S(=O)(=O)Nc2ccc(Cl)cc2)ccc1N1CCOCC1	-7%	-15%	-13%	-1%	4%	-9%	-5%	0%
Cc1cccc2c1-c1sc(C(=O)N(C)c3cccc(C(F)(F)F)c3)cc1CO2	·	?	11%	·	1%	·	·	3%
c1ccc(Cc2noc(CN3CCC(CN4CCOCC4)CC3)n2)cc1	-3%	-13%	4%	i	2%	2%	8%	-2%
CC(C)CC(NC(=O)c1ccc(Cl)cc1)C(=O)OCc1cc([N+](=O)[O-])cc2c1OCOC2 (stereo unspecified)	-10%	2%	6%	-5%	-6%	-4%	-4%	-1%
CC(=O)NC(=S)Nc1ccc2oc(=O)ccc2c1	-9%	-18%	0%	i	-4%	-2%	10%	-3%
COc1ccc(-c2cc(C(=O)OCC(=O)c3ccc(C)cc3)c3cccc(Cl)c3n2)cc1	·	-5%	?	·	7%	·	·	-4%
Cc1ccc(NC(=O)C2CCC(=O)N2)cc1C (stereo unspecified)	-2%	-2%	0%	-1%	0%	-6%	-3%	-2%
O=[N+]([O-])c1ccc2c(c1Nc1ccccc1Cl)=NC1(CCCCC1)N=2	4%	-20%	0%	1%	9%	-23%	?	-1%
COc1cccc(OC)c1-c1nn(-c2ncc(C(F)(F)F)cc2Cl)c(=O)o1	-3%	-3%	?	i	-3%	3%	·	1%
CC(C)C(=O)Nc1ccc(NC(=O)c2ccccn2)cn1	4%	2%	9%	i	4%	·	6%	2%
C=CCc1ccc(OCCn2cccc2C=O)c(OC)c1	5%	-5%	7%	-11%	6%	2%	13%	1%
CC(C)N(N=Nc1ccc([N+](=O)[O-])cc1)C(C)C	8%	-9%	5%	-1%	-5%	-6%	-10%	-1%

These rows are one share of the data; count on the stated rates, not on these rows.
